Assay outcomes from PubChem BioAssay.
Pol eta inh: inhibitors of human DNA polymerase eta | Q9Y253 | Potency, µM (series often up to 114 µM), for inactives: at the top dose activity change, negative = inhibition, hits mostly inhibitors | AID 588591 | recombinant Pol eta, fluorescent DNA replication assay | hit rate 1.2% among 390,000; note: potency is the fitted concentration of half-maximal effect; % is set by controls: 0 for no effect and ±100 for the full control effect
Target sequence (Q9Y253 whole entry, looked up): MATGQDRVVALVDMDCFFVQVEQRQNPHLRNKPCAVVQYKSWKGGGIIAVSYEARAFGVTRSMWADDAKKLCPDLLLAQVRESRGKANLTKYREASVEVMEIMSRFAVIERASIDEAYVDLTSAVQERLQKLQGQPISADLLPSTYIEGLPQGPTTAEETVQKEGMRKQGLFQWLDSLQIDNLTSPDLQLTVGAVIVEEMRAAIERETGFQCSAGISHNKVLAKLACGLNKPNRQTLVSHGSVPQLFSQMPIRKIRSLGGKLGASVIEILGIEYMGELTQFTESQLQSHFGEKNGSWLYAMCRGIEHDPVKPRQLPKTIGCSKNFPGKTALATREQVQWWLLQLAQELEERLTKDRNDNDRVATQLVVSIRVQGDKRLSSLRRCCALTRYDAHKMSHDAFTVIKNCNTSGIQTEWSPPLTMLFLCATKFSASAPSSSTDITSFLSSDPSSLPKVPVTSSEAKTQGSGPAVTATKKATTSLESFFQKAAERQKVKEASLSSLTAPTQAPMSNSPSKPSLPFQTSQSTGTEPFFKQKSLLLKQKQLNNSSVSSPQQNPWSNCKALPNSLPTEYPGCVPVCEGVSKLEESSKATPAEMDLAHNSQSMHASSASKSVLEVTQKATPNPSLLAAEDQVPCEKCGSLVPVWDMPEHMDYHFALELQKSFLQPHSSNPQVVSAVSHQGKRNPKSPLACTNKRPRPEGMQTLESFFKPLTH
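Pol eta (10 nM) was preincubated with compounds for 15 min at room temperature, after which fluorescent replication substrate (50 nM final) was added to start the reaction. Fluorescence was read kinetically at 0 and 10 min.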
Anesthetic bind: candidate novel general anesthetic via apoferritin binding. apoferritin/1-aminoanthracene competitive binding, fluorescence. Potency, µM (top dose mostly 77.5 µM), for the others: at the top dose activity change, negative = displacement, usual class: inhibitors. AID 485281. P02791. hit rate 0.074% among 350,000; note: potency is the fitted concentration of half-maximal effect; % is set by controls: 0 for no effect and ±100 for the full control effect; nearly all actives have a fitted effect of over 20% in size
Target sequence (P02791 2-175 limits assumed): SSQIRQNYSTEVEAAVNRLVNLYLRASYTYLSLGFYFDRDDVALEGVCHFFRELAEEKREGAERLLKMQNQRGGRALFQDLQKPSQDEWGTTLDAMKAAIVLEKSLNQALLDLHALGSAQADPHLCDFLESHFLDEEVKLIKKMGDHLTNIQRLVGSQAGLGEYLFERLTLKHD
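Horse-spleen apoferritin (10 uM) in 50% saturated 1-aminoanthracene in PBS was incubated 10 min at room temperature with compound. Fluorescence (ex 380, em 535 nm) was normalized to free and bound 1-AMA, with concentration-response fitted by a four-parameter Hill equation.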
RGS4 inh: blocks human RGS4-accelerated GTP hydrolysis | P49798 | Transcreener GDP fluorescence polarization, RGS4-accelerated GTP hydrolysis | Potency, µM (titrated, usually from 114 µM), inactives show top-dose activity change, negative = inhibition, most hits filed as inhibitors | hit rate 0.039% among 390,000 | AID 504845; note: potency is the fitted concentration of half-maximal effect; % is set by controls: 0 for no effect and ±100 for the full control effect; nearly all actives have a fitted effect of over 75% in size; some results filed as inactive show a strong effect at the top dose
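MLSMR compounds (23 nl, pin-transferred) preincubated 10 min at room temperature with a 500nM (2x) first reagent, then RGS4 at 900nM (2x) plus Transcreener GDP mix added; fluorescence polarization (620/688 nm) read before and after 90 min at 30 °C.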
ERG-DNA inh: blocks human ERG Ets domain binding to DNA | P11308 | fluorescence polarization, His-ERG Ets domain / labelled DNA | hit rate 0.028% among 370,000 | AID 624246 | Potency, µM (series often up to 76.9 µM), inactives show at the top dose FP activity, negative = inhibition, hits mostly inhibitors; active = well fitted inhibition curve with a large enough effect in the polarisation, with a control signal flat; inconclusive = small, poorly fitted or top-dose-only effect, or effect the other way, or a change in a side signal; inactive = no such curve, though single readings can be large or run the other way; the % refers to the polarisation;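 note: polarization taken with two DNA probes labelled with fluorescein and Texas red; potency is the fitted concentration of half-maximal effect; % of control where 0% means no effect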
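His-tagged ERG Ets domain (1 uM in the protein solution; 300mM KCl, 50mM Tris-HCl, 1mM EDTA, 1mM DTT, pH 7.5) received compound, then a probe mix of 5 nM fluorescein-DNA and 100nM Texas-615-DNA. Fluorescence polarization was read for both dyes.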
12-LOX inh: inhibitors of human 12S-lipoxygenase ALOX12; Potency, µM (titrated, usually from 108 µM), for inactives: top-dose activity change, negative = inhibition, usual class: inhibitors; purified 12hLO, xylenol orange hydroperoxide absorbance; P18054; AID 1671190; hit rate 1.1% among 580,000; note: potency is the fitted concentration of half-maximal effect; % is set by controls: 0 for no effect and ±100 for the full control effect
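Hydroperoxide product was detected by ferrous iron/xylenol orange as the 573 to 405 nm absorbance ratio. Arachidonic acid at 40 uM (final) was turned over for 30 min at room temperature by 150 nM human 12hLO, pH 7.0 Hepes buffer, after 15 min compound preincubation.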
Pol beta inh: DNA polymerase beta (human) inhibition. Pol beta primer extension/strand displacement, fluorescence kinetic. Potency, µM (titrated, usually from 114 µM), for inactives: top-dose activity change, negative = inhibition, hits mostly inhibitors. hit rate 1.3% among 340,000. AID 485314; note: potency is the fitted concentration of half-maximal effect; % is set by controls: 0 for no effect and ±100 for the full control effect
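Enzyme-only controls used 10 nM Pol beta; buffer lacking enzyme served as negative control. Compound preincubated 15 min, then 50 nM substrate added; 0 and 10 min reads at room temperature.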
APEX1 inh: inhibitors of human APE1 endonuclease; P27695; recombinant APE1, TAMRA/BHQ-2 abasic DNA cleavage fluorescence; Potency, µM (top dose mostly 65.8 µM), for inactives: at the highest dose activity change, negative = inhibition, hits mostly inhibitors; hit rate 0.35% among 350,000;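 note: potency is the fitted concentration of half-maximal effect; plate controls were vehicle for no effect and reference inhibitor for full effect; nearly all actives have a fitted effect of over 55% in size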
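Enzyme (0.75 nM final) and test compound are incubated 15 min at room temperature before adding 50 nM quenched THF abasic-site duplex. Cleavage dequenches TAMRA, followed at 525/598 nm over three reads one minute apart.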
Pol kappa inh: inhibitors of human DNA polymerase kappa. hit rate 0.53% among 400,000. Potency, µM (highest dose often 107 µM), without a hit: at the top dose activity, negative = inhibition, actives largely listed as inhibitors. purified Pol kappa, fluorescent DNA synthesis assay, 10 min. Q9UBT6. AID 588579; note: potency is the fitted concentration of half-maximal effect; % is set by controls: 0 for no effect and ±100 for the full control effect
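Activity was followed as the change in fluorescence between reads at 0 and 10 min after starting the reaction with 50 nM substrate. Beforehand, 10 nM polymerase had been preincubated with compound for 15 min at room temperature.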
LDHA inh: blocks human lactate dehydrogenase A | purified LDHA, NADH/diaphorase-resazurin fluorescence; active compounds read low | activity change, % (values are at about 110 or 230 µM) | hit rate 0.15% among 480,000 | AID 1347041; in the data active = activity change below about -30%; inconclusive = mostly about -25% to -30%;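 note: plate controls were DMSO wells for no effect and wells without enzyme for full effect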
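LDH5 2 nM; NADH 0.06 mM, pyruvate 0.2 mM; 200 mM Tris pH 7.4, EDTA, Tween-20; 5 min RT. Detection: diaphorase 0.133 mg/mL + resazurin 37 µM, fluorescence ex540/em590 at 0 and 20 min; normalized to enzyme-free and DMSO wells.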
* = called active by the depositor; ? = inconclusive; nt = no result given; & = joins results of further samples; [ ] = remark or other dose. Unless noted, calls come from the whole dose curve; as a rule, active = well fitted curve in the direction sought with a large enough effect; inconclusive = small, poorly fitted or top-dose-only effect, or another doubt; inactive = no such curve, though single readings can be large; an effect the other way counts as inactive or inconclusive. The list is partial; count on the stated rates, not on these rows.

SMILES	Pol eta inh	Anesthetic bind	RGS4 inh	ERG-DNA inh	12-LOX inh	Pol beta inh	APEX1 inh	Pol kappa inh	LDHA inh
O=c1c2ccccc2sn1-c1ccc(S(=O)(=O)N2CCCC2)cc1	4%	-1%	-122%&-127%	nt	-78%	-18%	-2%	-12%&-1%	-7&-9
CCc1nnc(NC(=O)NC(C)(C)C)s1	-12%	-8%	-7%	-1%	2%	2%	4%	6%	-1
CCOC(=O)N1CCN(S(=O)(=O)c2ccc(C(=O)N(CCN(CC)CC)c3nc4c(C)cccc4s3)cc2)CC1	-22%	?	-20%	-7%	?	0%	2%	-16%	-2
CCCc1nnc(SCc2ccc(C(=O)OC)o2)n1N	-8%	2%	-18%	-3%	-3%	4%	-2%	4%	-6
CC(OC(=O)CC1CCCC1)C(=O)Nc1ccc(S(N)(=O)=O)cc1 (centres undefined)	-26%	nt	-1%	-1%	-1%	nt	-12%	0%	-4
Cc1onc(-c2ccccc2)c1C(=O)NN1CCOCC1	-8%	nt	20%	nt	-8%	nt	62%[activator]	-9%	-9
O=C(NCCc1ccccn1)c1c(-c2ccsc2)sc2ccccc12	-4%	nt	21%	-10%	-1%	nt	22%	-16%	-5
CCn1cc(S(=O)(=O)NCc2ccc(OC)cc2)cn1	2%	-3%	1%	?	3%	0%	7%	-12%	-4
COc1ccc(C(=O)OCC(=O)c2ccc(C)c(S(=O)(=O)N3CCOCC3)c2)cc1OC	14%	-4%	12%[11.4 µM]	16%	0%	?	15%	-2%	1
CC1=C(C(=O)Nc2ccccc2C)C(c2ccc(C)o2)C2=C(CCCC2=O)N1 (centres undefined)	-10%	-10%	-11%	8%	8%[57.4 µM]	7%	0%	6%	12
CC(=O)C12CC(C)=C(C)CC1CC1C3CCC4=CC(=O)CCC4(C)C3CCC12C (centres undefined)	-6%	nt	-8%	-6%	0%	nt	nt	-4%	-5
CCCNC(=O)C1(CC2CC(c3ccccc3)=NO2)CCN(C(=O)C2(C)CC2)CC1 (centres undefined)	-16%	nt	-8%	4%	6%	nt	nt	5%	1
Cc1cccc(N2CCN(C(=O)c3ccc(CS(=O)Cc4ccc(Cl)cc4)o3)CC2)c1C (centres undefined)	-28%	7%	20%	0%	?	19%	-21%	-4%	0
S=C(Cc1ccccc1)NCCc1ccccc1	2%	nt	-9%	-1%	-18%	nt	5%	-2%	-6
Cc1noc(C)c1C(=O)Nc1cc(Cl)ccc1N1CCOCC1	-7%	nt	-7%	-4%	1%	nt	9%	-2%	-5
COc1cc2[nH]c(=O)n(CCC(=O)N3CCC(N4CCCCC4)CC3)c(=O)c2cc1OC	-16%	-7%	1%	-4%	-24%	-2%	-2%	-5%	5
CCOC(=O)CCC(NC(=O)c1cncc(O)c1)C(=O)OCC (centres undefined)	-2%	-12%	-8%	-5%	?	34%	1%	-11%	-7
CCN(CC)C(=O)c1[nH]cnc1C(=O)N[C@H](C)c1ccccc1	-13%	nt	-11%	12%	15%	nt	41%	11%	0
NC(=O)C1(N2CCCCC2)CCN(C2CC(=O)N(CCc3ccccc3)C2=O)CC1 (centres undefined)	-8%	-6%	9%	-5%	-23%	99%	7%	-14%	-4
CN1CCN(c2oc(-c3ccc([N+](=O)[O-])cc3)nc2C#N)CC1	1%	-1%	-5%	6%	-8%&13%	0%	2%	1%	1&-6
O=C1NC2(O)C(=O)c3ccccc3C2(O)N1 (centres undefined)	-18%	-3%	-7%	5%	-3%	20%	0%	-9%	-1
CC(C)NS(=O)(=O)c1ccc(NC(=O)c2cccnc2)cc1	-11%	-1%	6%	5%	-5%	79%	1%	-7%	-5

Reformatted: results already given
SMILES | Pol eta inh | Anesthetic bind | RGS4 inh | ERG-DNA inh | 12-LOX inh | Pol beta inh | APEX1 inh | Pol kappa inh | LDHA inh
CCn1cc(S(=O)(=O)NCc2ccc(OC)cc2)cn1 | 2% | -3% | 1% | ? | 3% | 0% | 7% | -12% | -4
COc1ccc(C(=O)OCC(=O)c2ccc(C)c(S(=O)(=O)N3CCOCC3)c2)cc1OC | 14% | -4% | 12%[11.4 µM] | 16% | 0% | ? | 15% | -2% | 1
CC1=C(C(=O)Nc2ccccc2C)C(c2ccc(C)o2)C2=C(CCCC2=O)N1 (centres undefined) | -10% | -10% | -11% | 8% | 8%[57.4 µM] | 7% | 0% | 6% | 12
CC(=O)C12CC(C)=C(C)CC1CC1C3CCC4=CC(=O)CCC4(C)C3CCC12C (centres undefined) | -6% | nt | -8% | -6% | 0% | nt | nt | -4% | -5
CCCNC(=O)C1(CC2CC(c3ccccc3)=NO2)CCN(C(=O)C2(C)CC2)CC1 (centres undefined) | -16% | nt | -8% | 4% | 6% | nt | nt | 5% | 1
Cc1cccc(N2CCN(C(=O)c3ccc(CS(=O)Cc4ccc(Cl)cc4)o3)CC2)c1C (centres undefined) | -28% | 7% | 20% | 0% | ? | 19% | -21% | -4% | 0
S=C(Cc1ccccc1)NCCc1ccccc1 | 2% | nt | -9% | -1% | -18% | nt | 5% | -2% | -6
Cc1noc(C)c1C(=O)Nc1cc(Cl)ccc1N1CCOCC1 | -7% | nt | -7% | -4% | 1% | nt | 9% | -2% | -5
COc1cc2[nH]c(=O)n(CCC(=O)N3CCC(N4CCCCC4)CC3)c(=O)c2cc1OC | -16% | -7% | 1% | -4% | -24% | -2% | -2% | -5% | 5
CCOC(=O)CCC(NC(=O)c1cncc(O)c1)C(=O)OCC (centres undefined) | -2% | -12% | -8% | -5% | ? | 34% | 1% | -11% | -7
CCN(CC)C(=O)c1[nH]cnc1C(=O)N[C@H](C)c1ccccc1 | -13% | nt | -11% | 12% | 15% | nt | 41% | 11% | 0
NC(=O)C1(N2CCCCC2)CCN(C2CC(=O)N(CCc3ccccc3)C2=O)CC1 (centres undefined) | -8% | -6% | 9% | -5% | -23% | 99% | 7% | -14% | -4
CN1CCN(c2oc(-c3ccc([N+](=O)[O-])cc3)nc2C#N)CC1 | 1% | -1% | -5% | 6% | -8%&13% | 0% | 2% | 1% | 1&-6
O=C1NC2(O)C(=O)c3ccccc3C2(O)N1 (centres undefined) | -18% | -3% | -7% | 5% | -3% | 20% | 0% | -9% | -1
CC(C)NS(=O)(=O)c1ccc(NC(=O)c2cccnc2)cc1 | -11% | -1% | 6% | 5% | -5% | 79% | 1% | -7% | -5

2 of the compounds above, with values under each structure:
The line under a structure holds: Pol eta inh | Anesthetic bind | RGS4 inh | ERG-DNA inh | 12-LOX inh | Pol beta inh | APEX1 inh | Pol kappa inh | LDHA inh
- CCCc1nnc(SCc2ccc(C(=O)OC)o2)n1N
    -8% | 2% | -18% | -3% | -3% | 4% | -2% | 4% | -6
- O=C(NCCc1ccccn1)c1c(-c2ccsc2)sc2ccccc12
    -4% | nt | 21% | -10% | -1% | nt | 22% | -16% | -5
